Assay outcomes: PubChem BioAssay, several laboratories
HCV core dimer – HCV core protein dimerization inhibition; TR-FRET GST/Flag-core106 dimerization, 1536-well; inhibition, % at 5 µM; 300,000 compounds, 0.33% hits; AID 1899;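 active means inhibition above the mean of all tested compounds plus 3 SD, set per screening campaign, cut at about 45% in these data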
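Assay system: Tagged HCV core106 pair (GST and Flag) | Buffer or medium: KF-containing HEPES buffer, pH 7.45, DTT, CHAPS, BSA | Also added: Eu donor and XL665 acceptor anti-tag antibodies | Dosing: One concentration, 5 µM, in 0.5% DMSO | Timing: 4 h at 22.5 °C | Technique: TR-FRET 671 and 617 nm emission | Repeats: Singlicate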
PP1 inh – blocks human PP1-alpha phosphatase, a PP5 counter-screen; 320,000 compounds, 0.9% hits; purified PP1alpha, OMFP fluorescence; inhibition, % at 6.7 µM; P62136;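 active means inhibition above the mean inhibition of all tested compounds plus 3 SD, computed separately for each screening campaign, cut at about 15% in these data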
Target sequence (P62136 whole entry, looked up): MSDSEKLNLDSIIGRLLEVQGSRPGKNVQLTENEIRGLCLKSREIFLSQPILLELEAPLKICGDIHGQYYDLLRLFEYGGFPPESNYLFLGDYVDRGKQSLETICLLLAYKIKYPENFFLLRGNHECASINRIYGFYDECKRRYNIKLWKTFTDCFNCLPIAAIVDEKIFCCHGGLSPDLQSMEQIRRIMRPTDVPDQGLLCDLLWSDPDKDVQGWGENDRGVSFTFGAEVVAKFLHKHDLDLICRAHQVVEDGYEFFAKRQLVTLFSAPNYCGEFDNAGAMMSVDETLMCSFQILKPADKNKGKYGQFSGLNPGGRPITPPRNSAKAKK
PP5 inh – blocks human protein phosphatase 5 activity; AID 1987; P53041; 320,000 compounds, 0.18% hits; purified PP5c, OMFP substrate fluorescence; inhibition, % at 6.7 µM;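 active means inhibition above the campaign's mean inhibition across all tested compounds plus 3 SD, cut at about 9.5% in these data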;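 further: 0% = DMSO only and 100% = 100 µM cantharidin control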
CTSL1 counter – blocks F. hepatica cathepsin L1 in PFM18AAP counter-screen; 300,000 compounds, 0.49% hits; inhibition, % at 5.96 µM; AID 1906; recombinant F. hepatica cathepsin L1, Z-Leu-Arg-MCA fluorescence;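 active means inhibition above the mean of all tested compounds plus 3 SD, set per screening campaign, cut at about 17% in these data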;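 further: 0% = plate median of test compound wells and 100% = 1 µM Z-Phe-Ala-diazomethylketone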
JMJD2C inh – blocks human GASC-1 demethylase activity; Q9H3R0; GST-JMJD2C(1-420) H3K9me3 demethylation, DELFIA europium; inhibition, % at 2.35 µM; 330,000 compounds, 0.069% hits; AID 2099;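 active means more than half of a compound's replicate wells show inhibition beyond 50%, single wells judged on their own value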;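 further: signal counts dimethyl H3K9 product captured on neutravidin plate; 0% = median of DMSO wells and 100% = 0.3 times that DMSO median; strong numbers were not always called active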
VLA-4 inh – inhibition in a human VLA-4 binding assay; P13612; AID 2557; 330,000 compounds, 0.2% hits; VLA-4 expressing cells, ligand binding flow cytometry; inhibition, % (about 7 µM as worked out from the volumes in the protocol); in the data active means inhibition above about 50%
procasp7 counter – activates human procaspase-7, counter-screen for procaspase-3 activators. 330,000 compounds, 0.093% hits. recombinant procaspase-7, Ac-DEVD-pNA absorbance 405 nm; D23A/D198A/D206A triple mutant, cannot self-cleave; scale: DMSO 0, 5 µM enzyme 100. activation, % at 8.5 µM. P55210. AID 463210;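 active means percent activation above the screen-wide mean plus 3 SD, cut at about 25% in these data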
Target sequence (P55210 whole entry D23A/D198A/D206A): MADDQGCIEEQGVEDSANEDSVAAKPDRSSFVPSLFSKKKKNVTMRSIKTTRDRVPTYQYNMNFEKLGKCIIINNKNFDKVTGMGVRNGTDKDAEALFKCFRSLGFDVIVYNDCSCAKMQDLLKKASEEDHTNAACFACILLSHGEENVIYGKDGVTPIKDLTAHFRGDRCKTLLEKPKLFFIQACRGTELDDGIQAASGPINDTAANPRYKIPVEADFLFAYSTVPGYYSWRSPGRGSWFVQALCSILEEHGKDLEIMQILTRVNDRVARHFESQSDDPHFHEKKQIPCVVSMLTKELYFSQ
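signal = Epi-absorbance of released pNA at 405 nm, two timepoints | assay system = Uncleavable procaspase-7 mutant enzyme | reagent = Ac-DEVD-pNA substrate, 400 µM as added | times = 1 h enzyme–compound preincubation and 2 h substrate reaction, both 25 °C | benchmarks = low DMSO alone, high DMSO plus 5 µM PC-7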
GRK2 inh – inhibitors of human GRK2 displacing RNA aptamer. bead flow cytometry, FAM-aptamer displacement from GRK2. inhibition of aptamer binding, % at 10 µM. P25098. 330,000 compounds, 0.59% hits;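 active means inhibition of aptamer binding above 40%, roughly 3 SD of noise, on plates passing a quality check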;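 further: median bead fluorescence of bound FAM aptamer so fluorescent compounds give negative values; no value below 0 was filed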
proCasp3 act – activates human procaspase-3; recombinant procaspase-3 D3A, Ac-DEVD-pNA absorbance 405 nm; AID 463141; activation, % at 8.5 µM; 330,000 compounds, 0.11% hits;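 active means activation above the mean of all tested compounds plus 3 SD, cut at about 21% in these data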;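 further: 0% = DMSO alone and 100% = DMSO wells spiked with extra 5 µM PC-3 D3A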
Target sequence (P42574 whole entry D9A/D28A/D175A): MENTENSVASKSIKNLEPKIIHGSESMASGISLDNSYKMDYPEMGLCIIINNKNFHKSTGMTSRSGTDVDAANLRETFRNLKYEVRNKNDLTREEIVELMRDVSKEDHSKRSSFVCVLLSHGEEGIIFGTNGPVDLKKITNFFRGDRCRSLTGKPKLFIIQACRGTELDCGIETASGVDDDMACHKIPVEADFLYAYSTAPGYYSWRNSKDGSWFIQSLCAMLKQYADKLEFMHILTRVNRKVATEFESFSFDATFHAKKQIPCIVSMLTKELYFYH
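Compound: 8.5 µM single point, 0.8% DMSO / Material: Autoprocessing-dead procaspase-3 D3A mutant enzyme / Timing: 1 h preincubation plus 2 h reaction at 25 °C / Medium: Zinc-free HEPES/NaCl buffer with 0.01% Triton X-100 at pH 7.4 / Technique: 405 nm absorbance of p-nitroaniline, reads at 0 and 120 min / Repeats: one well per compound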
* marks the source's active call; other numbers are inactive results; . = no result given.

#1 O=C(Nc1ccccc1O)c1cccc(S(=O)(=O)N2CCOCC2)c1
#2 COCCn1c(SCC(=O)Nc2cccnc2Cl)nc2ccccc21
#3 O=C(O)C1CCC(Cn2c(SCc3cc(=O)n4cc(Br)ccc4n3)nc3ccsc3c2=O)CC1 (stereo not drawn)
#4 Nc1ccccc1C(=O)/C=C/c1ccc2c(c1)OCO2
#5 CCOc1cc(CN2CCCCC2)ccc1OC
#6 COc1ccccc1C(CNC(=O)c1cc(S(=O)(=O)N2CCOCC2)ccc1C)N1CCCC1 (stereo not drawn)
#7 O=C(CN1C(=O)C2CC=CCC2C1=O)Nc1ccc(S(=O)(=O)Nc2nccs2)cc1 (stereo not drawn)
#8 CN(C)CCN1C(=O)c2oc3ccccc3c(=O)c2C1c1cccc(Br)c1 (stereo not drawn)
#9 O=C(COc1ccc(Cl)cc1)Nc1ccccc1C(=O)NCc1ccco1
#10 CCOc1ccc(NC(=O)CN(C)C(=O)c2cc(C)on2)cc1OCC

Assay by compound	1	2	3	4	5	6	7	8	9	10
HCV core dimer	0	.	29	0	-2	.	-3	-1	6	-3
PP1 inh	-6	.	-1	1	-3	-2	-4	-2	4	-2
PP5 inh	-0.9	.	-1.2	2.8	0.2	-1.5	1.3	0.2	3.8	1.3
CTSL1 counter	0	.	2	0	-3	.	1	1	4	-7
JMJD2C inh	3	3	7	6	3	-3	6	8	2	0
VLA-4 inh	-14	9	8	.	1	10	10	6	8	4
procasp7 counter	-4	8	-7	-6	-7	2	7	-16	4	10
GRK2 inh	0	3	3	.	1	0	1	9	1	6
proCasp3 act	-2	3	6	-1	4	3	8	-8	-4	-1

Full records, looked up by structure. Order of values: HCV core dimer, PP1 inh, PP5 inh, CTSL1 counter, JMJD2C inh, VLA-4 inh, procasp7 counter, GRK2 inh, proCasp3 act
`O=C(Nc1ccccc1O)c1cccc(S(=O)(=O)N2CCOCC2)c1` as listed: 0, -6, -0.9, 0, 3, -14, -4, 0, -2
`O=C(O)C1CCC(Cn2c(SCc3cc(=O)n4cc(Br)ccc4n3)nc3ccsc3c2=O)CC1` (stereo not drawn) as listed: 29, -1, -1.2, 2, 7, 8, -7, 3, 6

(more compounds)
#11 CCc1ccccc1NC1=CC(=O)CC(C)(C)C1
#12 O=C(N/N=C/c1ccccc1O)c1ccncc1
#13 Cc1cc(C(=O)NC(C)C2CCCO2)cs1 (stereo not drawn)
#14 CCOC(=O)c1c(C)nc2c(c(SC)nn2-c2ccccc2)c1N
#15 Cc1ccc2nc(SCC(=O)Nc3nonc3C)[nH]c2c1
#16 CCN(CC(=O)NCc1ccc(Cl)cc1)Cc1cc(=O)n2ccsc2n1
#17 Cc1ccc(S(=O)(=O)NC2(C(F)(F)F)NC(=O)N(c3ccc(F)cc3)C2=O)cc1 (stereo not drawn)
#18 Nc1cc(=O)[nH]c(SCC(=O)N2CCC(Cc3ccccc3)CC2)n1
#19 N#C/C(=C(/O)c1ccc(C(=O)c2ccccc2)cc1)c1nc2ccccc2[nH]1
#20 Cc1cc(C)cc(NC(=S)/N=C(\N)Nc2nc(C)c3ccccc3n2)c1

Assay by compound	11	12	13	14	15	16	17	18	19	20
HCV core dimer	-4	7	-2	4	-12	9	-7	.	-1	23
PP1 inh	-2	-4	-4	-6	9	3	2	3	2	12
PP5 inh	2.9	-0.4	2.7	4.3	-7.3	-1.3	-0.3	-1.3	1.2	2.2
CTSL1 counter	-2	-3	-3	2	1	10	-6	.	5	0
JMJD2C inh	-31	8	-2	3	1	.	-27	9	4	12
VLA-4 inh	-2	-2	10	0	-6	-11	-1	1	19	-11
procasp7 counter	-2	6	8	7	-4	11	-15	4	12	4
GRK2 inh	0	3	0	2	0	2	0	1	0	0
proCasp3 act	0	0	3	6	-1	-12	-2	7	0	2

#21 COc1ccc(CNC(=O)[C@@H](NC(=O)C2CCN(C(=O)[C@@H](N)Cc3ccccc3)CC2)C(C)C)cc1
#22 O=C(Nc1ccc(N2CCN(C(=O)c3cccs3)CC2)cc1)c1cccc(F)c1
#23 CN(CC(=O)Nc1ccc(F)c(F)c1F)C(=O)Cc1ccc2c(c1)OCCO2
#24 CC1CN(C2CCCCC2)c2nc3c(c(=O)[nH]c(=O)n3C)n2C1 (stereo not drawn)
#25 Cc1cc(S(=O)(=O)Nc2ccc(C(=O)NCC3CCCO3)cc2)ccc1F (stereo not drawn)
#26 N#CCCNC(=O)CCN1CCCCC1
#27 CC(C)CC(=O)N=Nc1c(O)[nH]c2ccccc12
#28 CCOc1ccc(N=CC2=C(O)CC(c3ccco3)CC2=O)cc1 (stereo not drawn)
#29 COc1ccccc1CNCC(=O)Nc1ccc(N2CCOCC2)cc1
#30 O=C(NCCc1ccccc1)C(NS(=O)(=O)c1cccc2nsnc12)c1ccccc1 (stereo not drawn)

Assay by compound	21	22	23	24	25	26	27	28	29	30
HCV core dimer	2	-5	0	-6	.	-1	-19	1	-6	12
PP1 inh	-6	-2	-8	0	.	0	-2	-4	0	-1
PP5 inh	3.1	2.2	2.4	0.3	.	0.3	-7.4	-1.0	2.9	-0.6
CTSL1 counter	-2	-2	-3	1	.	-3	6	4	-2	-4
JMJD2C inh	14	-5	-6	-18	13	0	10	3	-14	-1
VLA-4 inh	-1	9	-8	4	10	19	-4	0	-3	-14
procasp7 counter	1	11	10	-2	4	-6	1	54*	-13	5
GRK2 inh	0	0	2	0	0	0	1	1	0	4
proCasp3 act	-2	4	-10	7	3	4	0	38*	13	10

#31 Cc1cc(Cl)ccc1NC(=S)NCc1ccccc1Cl
#32 O=C(Nc1ccncc1)c1ccc2ncsc2c1
#33 CCOC(CC(=O)NNC(=O)c1c(-c2c(Cl)cccc2Cl)noc1C)OCC
#34 COc1ccc(NC(=O)NNC(=O)c2ccc(Cl)cc2Cl)cc1OC
#35 CCn1c(SCC(=O)Nc2ccc(C)cc2)nnc1-c1cnccn1
#36 COc1ccccc1NC(=O)Nc1ccccc1C(N)=O
#37 COCCNC(=S)NNc1ccc(Cl)c(C(=O)O)c1
#38 Cc1[nH]n(-c2ccccc2)c(=O)c1/C=N/c1nn[nH]n1
#39 NC(=O)N/N=C/C=C/c1ccccc1
#40 O=C(COC(=O)/C=C/c1cccc(F)c1)Nc1ccc(Cl)cn1

Assay by compound	31	32	33	34	35	36	37	38	39	40
HCV core dimer	6	-1	-4	-2	-4	11	0	-6	-6	1
PP1 inh	2	-3	-2	-3	-2	-3	0	-1	0	-1
PP5 inh	2.0	1.8	-1.5	2.2	1.1	2.0	-2.9	0.5	-0.8	-1.7
CTSL1 counter	1	-1	0	1	-2	0	-2	-1	3	-2
JMJD2C inh	-12	6	5	24	6	4	-2	-5	6	-19
VLA-4 inh	-7	8	4	-8	-102	3	-4	-1	-9	0
procasp7 counter	-16	-3	5	-3	8	6	0	0	9	7
GRK2 inh	.	0	1	8	0	0	4	0	0	5
proCasp3 act	5	-5	5	0	12	7	0	-11	3	3

#41 Fc1ccc(CSc2ncnc3c2oc2ccccc23)cc1
#42 Cc1noc(C)c1COc1cccc(C(=O)NCc2cccc(Cl)c2)c1
#43 CCOC(=O)COc1ccc2c(=O)c(-c3ccc(OC)c(OC)c3)c(C(=O)OCC)oc2c1
#44 Cc1ccc(/C=N/NC(=O)CN(Cc2ccccc2)S(=O)(=O)c2ccc3c(c2)OCCO3)cc1
#45 CCOC(=O)c1c(NC(NC(C)=O)C(Cl)(Cl)Cl)sc2c1CCCC2 (stereo not drawn)
#46 CN(CCOCCOc1ccc(F)cc1)Cc1ccccc1
#47 CCCCNc1ncnc2c1nnn2Cc1ccccc1Cl
#48 COc1cc2ccccc2cc1C(=O)N1CCN(c2ccccc2O)CC1

Assay by compound	41	42	43	44	45	46	47	48
HCV core dimer	4	-1	3	18	-12	-5	19	.
PP1 inh	-3	2	-6	4	2	0	0	0
PP5 inh	-3.0	2.2	-1.0	2.0	3.4	2.2	-0.8	3.8
CTSL1 counter	2	1	-3	4	-3	-16	0	.
JMJD2C inh	7	14	9	-2	2	-5	39	-5
VLA-4 inh	9	7	0	5	-7	28	14	7
procasp7 counter	-9	1	7	8	-1	-4	4	5
GRK2 inh	0	5	0	5	73*	1	0	0
proCasp3 act	-2	-3	1	-3	-5	4	6	-9

In the list so far, these contain an aryl thioether with sulfur outside any ring.
#2 COCCn1c(SCC(=O)Nc2cccnc2Cl)nc2ccccc21
#3 O=C(O)C1CCC(Cn2c(SCc3cc(=O)n4cc(Br)ccc4n3)nc3ccsc3c2=O)CC1 (stereo not drawn)
#14 CCOC(=O)c1c(C)nc2c(c(SC)nn2-c2ccccc2)c1N
#15 Cc1ccc2nc(SCC(=O)Nc3nonc3C)[nH]c2c1
#18 Nc1cc(=O)[nH]c(SCC(=O)N2CCC(Cc3ccccc3)CC2)n1
#35 CCn1c(SCC(=O)Nc2ccc(C)cc2)nnc1-c1cnccn1
#41 Fc1ccc(CSc2ncnc3c2oc2ccccc23)cc1

Assay by compound	2	3	14	15	18	35	41
HCV core dimer	.	29	4	-12	.	-4	4
PP1 inh	.	-1	-6	9	3	-2	-3
PP5 inh	.	-1.2	4.3	-7.3	-1.3	1.1	-3.0
CTSL1 counter	.	2	2	1	.	-2	2
JMJD2C inh	3	7	3	1	9	6	7
VLA-4 inh	9	8	0	-6	1	-102	9
procasp7 counter	8	-7	7	-4	4	8	-9
GRK2 inh	3	3	2	0	1	0	0
proCasp3 act	3	6	6	-1	7	12	-2
